PKM2 act – increases activity of human pyruvate kinase M2; AID 1631; P14618; actives 0.34% (n = 260,000); Potency, µM (titrated, usually from 57.5 µM), inactives show top-dose activation, most hits filed as activators; purified PKM2, Kinase-Glo ATP luminescence, activation; response scale: 0% is enzyme alone, no compound; note: potency is the fitted concentration of half-maximal effect; nearly all actives have a fitted effect of over 55% in size
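Purified hPK-M2 (>95% pure) converted ADP (0.1 mM final) to ATP with 0.5 mM PEP in 50 mM imidazole pH7.2, KCl, MgCl2, Tween 20, BSA; 1 h at room temperature. ATP detected by Kinase-Glo luminescence.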
B2AR arrestin – beta2AR (human) beta-arrestin recruitment activity | P07550 | actives 0.02% (n = 330,000) | Potency, µM (highest dose often 46.1 µM), for inactives: at the top dose activation, most hits filed as activators | AID 492947 | beta-arrestin recruitment to beta2AR, cell-based reporter;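 note: potency is the fitted concentration of half-maximal effect; 0% = DMSO controls and full agonism = EC100 isoproterenol or metaproterenol; nearly all actives have a fitted effect of over 65% in size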
KCNH2 3.1 block – blocks the human KCNH2 3.1 channel isoform; U2OS KCNH2 3.1, thallium flux FluxOr; stronger effect = lower value; activity change, % (tested at about 1.8 µM); actives 0.95% (n = 340,000);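 active = maximum activity change below -70%; inconclusive = maximum activity change from -70% to -50%; inactive = maximum activity change above -50%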;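 note: thallium influx rate constant from kinetic fluorescence after stimulation buffer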
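Thallium flux read-out: FluxOr dye with Red40 quencher in HBSS/HEPES, 45 min at RT. Rate constants from kinetic reads were normalized to positive and negative DMSO controls. Cells: U2OS virally expressing the 3.1 isoform.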
GALK inh – galactokinase (human) inhibition | P51570 | Purified GALK, Kinase-Glo residual ATP luminescence | actives 0.007% (n = 270,000) | Potency, µM (top dose mostly 57.5 µM), inactives show at the highest dose activity change, negative = inhibition, hits mostly inhibitors | AID 1868; note: potency is the fitted concentration of half-maximal effect
Target sequence (P51570 whole entry, looked up): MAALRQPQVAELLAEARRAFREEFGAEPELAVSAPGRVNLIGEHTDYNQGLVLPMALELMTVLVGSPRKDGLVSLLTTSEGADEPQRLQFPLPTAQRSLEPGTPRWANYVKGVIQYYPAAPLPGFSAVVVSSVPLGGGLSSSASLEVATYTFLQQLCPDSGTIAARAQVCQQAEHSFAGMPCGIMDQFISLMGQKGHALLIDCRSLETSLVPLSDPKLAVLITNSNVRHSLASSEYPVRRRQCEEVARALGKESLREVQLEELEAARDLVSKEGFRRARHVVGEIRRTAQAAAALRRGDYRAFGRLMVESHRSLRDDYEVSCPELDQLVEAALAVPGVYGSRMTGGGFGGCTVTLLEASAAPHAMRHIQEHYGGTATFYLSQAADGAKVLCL
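Galactose (100 uM) and ATP (35 uM) were turned over by 5 nM GALK for 1 h at RT. Kinase-Glo Plus then converted the remaining ATP into a luminescent signal.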
BCR signal inh – chronic active BCR signaling inhibition | ABC-DLBCL IkBa-CBG/CBR reporter, luminescence ratio, 4 h | Potency, µM (doses to about 46.1 µM), for inactives: at the highest dose ratio change, negative = lower green/red ratio, most hits filed as inhibitors | actives 0.05% (n = 340,000); active = well fitted inhibition curve with a large enough effect in the signal ratio, with a control signal flat, not every such curve was filed as active; inconclusive = small, poorly fitted or top-dose-only effect, or effect the other way, or a change in a side signal; the % refers to the signal ratio;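 note: potency is the fitted concentration of half-maximal effect; plate controls were basal doxycycline-induced cells for no effect and cells given 10 µM MG132 for full effect; MG132 reads +100%, hits lower the ratio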
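TMD8 human ABC-DLBCL cells with doxycycline-inducible IκBα–green luciferase fusion and unfused red luciferase, in 0.5% FBS medium; compounds up to 46 uM, 4 h at 37C. Green/red luminescence ratio, filter-overlap corrected, fitted to concentration-response curves.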
Giardia kill – kills Giardia lamblia; activity change, % at 7.66 µM, hits read low; actives 0.15% (n = 340,000); AID 540267; Giardia lamblia trophozoite viability; in the data active = activity change below about -80%; inconclusive = between about -30% and that limit;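 note: parasites exposed to compound for two days anaerobically before the ATP read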
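Trophozoite viability was measured as ATP-dependent luminescence, read 15-30 min after reagent addition. Before that, parasites at 100 cells/well were exposed to compounds for 48 h, anaerobically, at 37 deg C.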
KCNH2 WT inh – inhibitors of human wildtype KCNH2 potassium channel; Q12809; activity change, % at 1.84 µM; actives 0.37% (n = 340,000); U2OS, BacMam KCNH2, thallium flux FluxOr; stronger effect = lower value; AID 720551;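 active = maximum activity change below -70%; inconclusive = maximum activity change between -70% and -50%; inactive = maximum activity change above -50%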
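U2OS cells were transduced with wild-type KCNH2 virus (2.03 x 10^8 / mL) for 4 h at room temperature, then cultured overnight at 37 C. Thallium flux was read with FluxOr dye. Rate constants were normalized to DMSO controls.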
USP2a block – inhibitors of human ubiquitin-specific protease USP2a; O75604; actives 0.01% (n = 330,000); Potency, µM (series often up to 38.3 µM), for the others: at the highest dose activity change, negative = inhibition, hits mostly inhibitors; AID 463254; USP2 core, Ub-CHOP2 coupled fluorogenic reporter, 485/531;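 note: potency is the fitted concentration of half-maximal effect; plate controls were DMSO wells for no effect and full inhibition by NEM control for full effect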
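Cell-free coupled assay: 10nM USP2 core preincubated 30min RT with compound in Tris-HCl pH 8.0/CaCl2/CHAPS buffer, then 25nM Ub-CHOP2 and 25nM reporter substrate; fluorescence (Ex 485/Em 531) read after 60min RT, normalized to NEM inhibition, concentration-response curves fitted.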
uPA generation – blocks generation of uPA at the cell surface; cell surface uPA generation assay, qHTS; Potency, µM (highest dose often 38.3 µM), for inactives: at the top dose activity change, negative = inhibition, actives largely listed as inhibitors; actives 0.31% (n = 330,000); AID 540303; active = well fitted inhibition curve with a large enough effect; inconclusive = small, poorly fitted or top-dose-only effect; inactive = no such curve, though single readings can be large or run the other way; tested in mouse RAW 264.7 cells; note: potency is the fitted concentration of half-maximal effect; nearly all actives have a fitted effect of over 55% in size
Eya2 phos inh – Eya2 (human) phosphatase inhibition; recombinant Eya2, OMFP fluorescence dephosphorylation (OMFP is methylfluorescein phosphate); O00167; AID 488837; actives 0.006% (n = 330,000); Potency, µM (highest dose often 76.9 µM), without a hit: at the highest dose activity, negative = inhibition, most hits filed as inhibitors; note: potency is the fitted concentration of half-maximal effect
Target sequence (O00167 whole entry, looked up): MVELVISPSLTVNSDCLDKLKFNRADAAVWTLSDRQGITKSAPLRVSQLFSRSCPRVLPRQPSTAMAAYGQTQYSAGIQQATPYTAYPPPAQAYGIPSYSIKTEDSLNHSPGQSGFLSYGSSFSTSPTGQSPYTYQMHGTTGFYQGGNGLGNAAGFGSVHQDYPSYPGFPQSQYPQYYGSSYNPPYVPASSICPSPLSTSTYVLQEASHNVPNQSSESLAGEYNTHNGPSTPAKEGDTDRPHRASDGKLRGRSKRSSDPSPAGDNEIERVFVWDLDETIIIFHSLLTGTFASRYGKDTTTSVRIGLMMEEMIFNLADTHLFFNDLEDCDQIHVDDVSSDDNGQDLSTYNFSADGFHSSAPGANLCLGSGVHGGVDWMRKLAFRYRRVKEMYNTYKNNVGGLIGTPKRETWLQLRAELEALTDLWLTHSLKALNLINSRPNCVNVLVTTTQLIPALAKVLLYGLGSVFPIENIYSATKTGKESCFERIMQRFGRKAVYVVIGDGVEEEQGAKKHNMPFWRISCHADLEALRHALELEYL
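Eya2 protein (added as 0.2 uM solution) was preincubated with compound for 10 min at ambient temperature in 50 mM HEPES pH 7.5, 50 mM NaCl, 5 uM MgCl2, 0.05% BSA, 1 mM DTT. OMFP (added at 50 uM) then reacted 10 min; fluorescence read at 485/525 nm.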
Coupling enz – coupling enzyme interference in Giardia aldolase counter-screen; coupling enzyme system counterscreen, AmpLite Red fluorescence; activity change, negative = inhibition, % at 58.2 µM, hits read low; actives 0.67% (n = 290,000); in the data active = activity change below about -30%
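Counterscreen lacking aldolase: glyceraldehyde-3-phosphate coupling-enzyme reagent preincubated 10 min at RT with compound (at 57.5 uM final), then substrate/coupling system with AmpLite Red added; fluorescence read at 525/598 nm after 20 min RT.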
The depositor's hits bear a star; ? = inconclusive; nt = not tested or not shown; [ ] = remark or other dose. Unless noted, calls come from the whole dose curve; as a rule, active = well fitted curve in the direction sought with a large enough effect; inconclusive = small, poorly fitted or top-dose-only effect, or another doubt; inactive = no such curve, though single readings can be large; an effect the other way counts as inactive or inconclusive. Unless noted, % is set by controls: 0 for no effect and ±100 for the full control effect.

smiles | uPA generation | B2AR arrestin | KCNH2 WT inh | USP2a block | PKM2 act | BCR signal inh | Coupling enz | KCNH2 3.1 block | Eya2 phos inh | GALK inh | Giardia kill
Cc1c(NC(=S)NC(=O)CC(C)C)c(=O)n(-c2ccccc2)n1C | -6% | -0.9% | nt | -1% | -5% | 0% | 1 | 21 | 1% | -1% | 16
COc1cccc(C(=O)N(C)c2nnc(-c3ccncc3)s2)c1 | 5% | -0.2% | -28 | 0% | 0% | ? | nt | 3 | 7% | -4% | 19
Cc1cc(N2CCCC2=O)cc(C)c1S(=O)(=O)Nc1c(C)nn(C)c1C | 1% | -0.4% | 3 | 0% | ? | 0% | 3 | -3 | 17% | 3% | 7
COc1ccc2c(c1)CCC/C2=N\NC(=O)c1ccoc1C | -3% | -0.6% | 16 | 3% | -16% | ? | 2 | 5 | 3% | 0% | -16
COc1ccc(/C=C/C2=CC(C)(C)NC(=S)N2)c(OC)c1 | -1% | -0.5% | 0 | -4% | 2% | -2% | 0 | 1 | 5% | 3% | -1
COCCCNC(=O)CN1C(=O)COc2ccc(S(=O)(=O)N3CCOCC3)cc21 | -6% | 0.2% | 1 | -1% | 0%[0.46 µM] | 1% | -1 | 5 | 7% | 2% | -21
COc1ccc(C2(C(=O)Nc3ccc(S(N)(=O)=O)cc3)CCCC2)cc1 | 4% | 0.3% | 8 | 2% | 4% | -16% | -1 | 16 | -21% | 0% | -4
O=C(Nc1ccc(S(=O)(=O)N2CCOCC2)cc1)c1cc(-c2ccccc2O)n[nH]1 | 37%[activator] | 3.3% | -5 | 1% | -2% | -7% | 0 | 15 | 0% | -3% | 24
CSCCC(C(=O)NCc1cccs1)N1C(=O)c2ccccc2C1=O (configuration not stated) | -1% | -1.5% | 14 | 2% | 7% | ? | 5 | 4 | 4% | -3% | -20
C/C(=N/NC(=O)CNC(=O)c1ccccn1)c1ccc([N+](=O)[O-])cc1 | 3% | -0.2% | -4 | -2% | -8% | -35% | 0 | -8 | 5% | -2% | -7
COc1ccc(-n2nc(C(=O)NCC(=O)NC3CCCCCC3)c3ccccc3c2=O)cc1OC | 5% | 0.0% | 7 | 0% | nt | 5% | 1 | -5 | 11% | 4% | 6
Cn1nc(-c2ccc(Cl)cc2)nc2c(=O)n(C)c(=O)nc1-2 | nt | -0.4% | nt | 16% | 23% | ? | -76* | nt | ? | 1.1µM* | -103*
COC(=O)c1sccc1NC(=O)CC1C(=O)NCCN1C(=O)c1ccc(C)c(C)c1 (configuration not stated) | -5% | -0.3% | -15 | 1% | 1% | -10% | 0 | -11 | -6% | -1% | -16
CCc1ccc(Oc2cc(Cl)nc(N)n2)cc1 | 1% | -1.4% | 0 | 0% | 0% | ? | 4 | 0 | 2% | -3% | -9
Cc1ccc(C)c(CN2C(=O)c3ccccc3S(=O)c3ccc(C(=O)NCCCN4CCCC4)cc32)c1 (configuration not stated) | ? | 0.2% | 9 | -1% | nt | ? | -1 | -1 | -11% | 1% | 3
COc1ccc(C2=CC(=O)OC3(CCCC3)O2)cc1 | -1% | -0.6% | -19 | 4% | 8% | -8% | 3 | 11 | -12% | 3% | -18
O=C(Nc1ccccc1N1CCCCC1)c1cc(S(=O)(=O)N2CCOCC2)ccc1F | ? | -0.4% | -6 | -2% | nt | 6% | nt | -23 | -24% | nt | -23
O=C(c1cc(F)ccc1F)C1CCCN(C(=O)CCN2CCCCO2)C1 (configuration not stated) | -2% | -1.2% | -5 | -1% | -7% | 1% | -7 | 6 | 0% | 3% | 5
Cc1nn(-c2ccccc2)c(/N=C/c2ccccc2O)c1-c1ccccc1 | -6% | 2.8% | 2 | 2% | -21% | ? | 3 | 23 | 2% | -2% | -16
C/C(=N/NC(=O)CNC(=O)c1ccco1)c1ccc(Cl)cc1 | 7% | 0.0% | 18 | 0% | 3%[0.46 µM] | -8% | 0 | 22 | 9% | 7% | -16
CC(C)C(c1nnnn1Cc1ccccc1)N1CCN(Cc2ccc3c(c2)OCO3)CC1 (configuration not stated) | 0% | 0.6% | -1 | 0% | 0% | 4% | -1 | -32 | -10% | 3% | -11
CCOc1cc(NC(=S)NC)c(OCC)cc1NC(=O)c1cccs1 | -4% | -0.1% | -2 | -9% | 1% | -12% | -3 | 14 | 0% | 1% | 13
N#Cc1cnn2ccn(C3OC(CO)C(O)C3O)c12 (configuration not stated) | 15% | -1.0% | -1 | 11% | 0% | -7% | 0 | -4 | -2% | 4% | 5
Cc1nn(S(=O)(=O)c2ccc(Cl)cc2)c(C)c1Sc1ccc([N+](=O)[O-])cc1 | 25% | -0.5% | 3 | 1% | 3% | 1% | 0 | 0 | 6% | 0% | 6
O=C(CN1CCOCC1)NNC(=O)c1ccc(Cl)cc1 | 3% | 0.2% | 2 | 3% | nt | ? | nt | 11 | 4% | nt | -11
CCN(CC)c1ccc2cc(C(N)=O)c(=O)oc2c1 | -20% | 0.3% | -7 | 13% | 5% | -3% | 2 | 15 | -19% | 3% | -5
O=C(CSc1nc(-c2ccccc2)ns1)N1CCOCC1 | 4% | -0.9% | 2 | 4% | 0% | ? | 3 | 0 | 0% | 0% | -14
CC(C)n1cnc2c(Nc3ccc(C(=O)O)cc3)nc(Cl)nc21 | -30% | -0.7% | 9 | -9% | -7% | ? | 6 | 32 | 5% | 3% | 3
C=CCSc1nnc(NC(=O)c2c(CC)noc2C)s1 | -3% | -0.1% | -4 | 1% | nt | ? | nt | -4 | 10% | nt | 8
CCc1c(C)nc(N)n2c(SCC(=O)N3CCCc4ccccc43)nnc12 | nt | -0.3% | 9 | 2% | 3% | 13% | 1 | 12 | 2% | 0% | 2
CCOC(=O)C1CCN(Cc2coc3ccc(Cl)cc3c2=O)CC1 | nt | -0.3% | 3 | -2% | -2% | 5% | 0 | 1 | 18% | -4% | 0
Cc1ccc(NC2c3ncccc3C(=O)N2Cc2cccs2)cc1 (configuration not stated) | -1% | 0.0% | 1 | -1% | -1% | 12% | 1 | 9 | 15% | -3% | 11
CCCN(CC(=O)Nc1ccccc1C)C(=O)c1ccc(-c2ccc([N+](=O)[O-])cc2)o1 | -12% | 0.0% | 0 | -2% | nt | ? | nt | -7 | ? | nt | -5
Cc1cc(SCC(=O)OCC(=O)N2CCCC2=O)c(C)cc1Br | 0% | -0.1% | 3 | -5% | nt | -9% | nt | -42 | -27% | nt | -13
O=C(NC1CCCCC1)C(c1cccnc1)N(C(=O)c1csnn1)c1ccccc1 (configuration not stated) | 0% | 0.0% | 0 | -1% | 3% | 1% | 2 | 6 | -8% | 1% | 1
Cc1ccc(NC(=O)COC(=O)c2ccc3c(c2)NC(=O)C2CCCN32)cc1 (configuration not stated) | nt | -0.1% | -18 | 3% | -4% | ? | 1 | 1 | 15% | -5% | 13
COc1ccc(N2CCN(C(=O)CSc3ncnc4c3cnn4-c3ccc(OC)cc3)CC2)cc1 | 6% | -0.1% | 24 | 0% | -2% | 0% | 2 | -10 | 10% | 0% | 32[activator]
O=C(NCc1ccncc1)C12CC3CC(CC(Cl)(C3)C1)C2 | 3% | -0.7% | -11 | 1% | nt | 1% | 2 | -16 | 9% | -1% | -16
CC(C)c1ccc(NC(=O)CN2C(=O)NC3(CCCCCCC3)C2=O)cc1 | -13% | -0.1% | -30 | 0% | nt | -12% | nt | nt | -1% | nt | -7

A second format for some results above.
Every second line gives: uPA generation | B2AR arrestin | KCNH2 WT inh | USP2a block | PKM2 act | BCR signal inh | Coupling enz | KCNH2 3.1 block | Eya2 phos inh | GALK inh | Giardia kill
- O=C(c1cc(F)ccc1F)C1CCCN(C(=O)CCN2CCCCO2)C1 (configuration not stated)
 : -2% | -1.2% | -5 | -1% | -7% | 1% | -7 | 6 | 0% | 3% | 5
- Cc1nn(-c2ccccc2)c(/N=C/c2ccccc2O)c1-c1ccccc1
 : -6% | 2.8% | 2 | 2% | -21% | ? | 3 | 23 | 2% | -2% | -16
- C/C(=N/NC(=O)CNC(=O)c1ccco1)c1ccc(Cl)cc1
 : 7% | 0.0% | 18 | 0% | 3%[0.46 µM] | -8% | 0 | 22 | 9% | 7% | -16
- CC(C)C(c1nnnn1Cc1ccccc1)N1CCN(Cc2ccc3c(c2)OCO3)CC1 (configuration not stated)
 : 0% | 0.6% | -1 | 0% | 0% | 4% | -1 | -32 | -10% | 3% | -11
- CCOc1cc(NC(=S)NC)c(OCC)cc1NC(=O)c1cccs1
 : -4% | -0.1% | -2 | -9% | 1% | -12% | -3 | 14 | 0% | 1% | 13
- N#Cc1cnn2ccn(C3OC(CO)C(O)C3O)c12 (configuration not stated)
 : 15% | -1.0% | -1 | 11% | 0% | -7% | 0 | -4 | -2% | 4% | 5
- Cc1nn(S(=O)(=O)c2ccc(Cl)cc2)c(C)c1Sc1ccc([N+](=O)[O-])cc1
 : 25% | -0.5% | 3 | 1% | 3% | 1% | 0 | 0 | 6% | 0% | 6

Assay outcomes (PubChem)
